PP1 inh = PP1-alpha phosphatase inhibitors, primary screen, counter-screen for PP5 inhibitor project, biochemical, fluorescence, OMFP substrate, single point. actives 0.9% (n = 320,000). inhibition, % at 6.7 µM. purified PP1alpha. Serine/threonine-protein phosphatase PP1-alpha catalytic subunit (Homo sapiens), P62136;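 active = inhibition above the mean inhibition of all tested compounds plus 3 SD, computed separately for each screening campaign, cut at about 15% in these data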
procasp7 counter = procaspase-7 activators, primary screen, counter-screen for procaspase-3 activator project, biochemical, absorbance, HTS, human; Caspase-7 (Homo sapiens), P55210; recombinant procaspase-7, Ac-DEVD-pNA absorbance 405 nm; D23A/D198A/D206A triple mutant, cannot self-cleave; scale: DMSO 0, 5 µM enzyme 100; activation, % at 8.5 µM; actives 0.093% (n = 330,000); AID 463210, 2010;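 active = percent activation above the screen-wide mean plus 3 SD, cut at about 25% in these data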
Target sequence (P55210 whole entry D23A/D198A/D206A): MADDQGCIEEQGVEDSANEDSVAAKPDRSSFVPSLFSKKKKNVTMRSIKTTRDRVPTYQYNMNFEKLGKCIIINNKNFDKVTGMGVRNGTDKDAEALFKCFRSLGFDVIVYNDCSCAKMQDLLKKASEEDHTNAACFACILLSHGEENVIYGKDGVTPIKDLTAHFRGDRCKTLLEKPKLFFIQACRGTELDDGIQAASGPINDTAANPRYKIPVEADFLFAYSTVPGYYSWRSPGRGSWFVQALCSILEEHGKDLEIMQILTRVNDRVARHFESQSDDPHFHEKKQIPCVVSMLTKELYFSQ
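Material: Procaspase-7 triple mutant (PC-7 D3A) | Quantity: 2 µM procaspase-7 mutant as dispensed | Reagent: DEVD-pNA substrate | Times: 1 h preincubation, 2 h reaction | Technique: 405 nm absorbance of p-nitroaniline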
PP5 inh = PP5 phosphatase inhibitors, primary screen, biochemical, fluorescence; inhibition, % at 6.7 µM; actives 0.18% (n = 320,000); purified PP5c, OMFP substrate fluorescence;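 active = inhibition above the campaign's mean inhibition across all tested compounds plus 3 SD, cut at about 9.5% in these data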;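 note: 0% = DMSO only and 100% = 100 µM cantharidin control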
TPT1 inhibitor = Candida albicans TPT1 enzyme inhibitors, primary screen, biochemical, fluorescence polarization. recombinant caTPT1, FP RNA substrate dephosphorylation. inhibition, % at 5 µM. actives 0.81% (n = 300,000);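 active = inhibition above the mean of all tested compounds plus 3 SD, set per screening campaign, cut at about 24% in these data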;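 note: plate controls were DMSO alone for no effect and ferristatin control at 100 nM for full effect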
Efflux pump mplx = inhibitors of Candida efflux pumps in yeast, primary screen, S. cerevisiae, Nile Red, multiplex. actives 0.44% (n = 330,000). S. cerevisiae Candida pump triplex. inhibition, % at 10 µM;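 active = plate passing quality check with inhibition over a set limit, or well fluorescence over plate mean plus 4 SD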;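 note: Nile Red retained in pooled yeast measured as flow cytometry median fluorescence; 0% = buffer negative control and 100% = Enniatin B positive control; higher means more Nile Red kept so more efflux inhibition; some compounds called inactive have numbers as strong as hits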
HCV core dimer = inhibitors of HCV core protein dimerization, primary screen, biochemical, TR-FRET, high-throughput | TR-FRET GST/Flag-core106 dimerization, 1536-well | inhibition, % at 5 µM | actives 0.33% (n = 300,000) | AID 1899, 2009;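 active = inhibition above the mean of all tested compounds plus 3 SD, set per screening campaign, cut at about 45% in these data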
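System: GST-tagged and Flag-tagged HCV core protein residues 1-106 / Input: core106 proteins, GST 13.5 nM and Flag 17 nM / Buffer or medium: KF-containing HEPES buffer, pH 7.45, DTT, CHAPS, BSA / Probe or stimulus: Eu-anti-GST and XL665-anti-Flag labelled anti-tag antibodies / Schedule: 4 h, 22.5 °C incubation / Technique: TR-FRET 671 and 617 nm emission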
proCasp3 act = activators of human procaspase-3 D3A mutant, primary screen, biochemical, absorbance, PC-3 D3A mutant, single concentration | recombinant procaspase-3 D3A, Ac-DEVD-pNA absorbance 405 nm | actives 0.11% (n = 330,000) | activation, % at 8.5 µM;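 active = activation above the mean of all tested compounds plus 3 SD, cut at about 21% in these data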;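 note: 0% = DMSO alone and 100% = DMSO wells spiked with extra 5 µM PC-3 D3A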
Target sequence (P42574 whole entry D9A/D28A/D175A): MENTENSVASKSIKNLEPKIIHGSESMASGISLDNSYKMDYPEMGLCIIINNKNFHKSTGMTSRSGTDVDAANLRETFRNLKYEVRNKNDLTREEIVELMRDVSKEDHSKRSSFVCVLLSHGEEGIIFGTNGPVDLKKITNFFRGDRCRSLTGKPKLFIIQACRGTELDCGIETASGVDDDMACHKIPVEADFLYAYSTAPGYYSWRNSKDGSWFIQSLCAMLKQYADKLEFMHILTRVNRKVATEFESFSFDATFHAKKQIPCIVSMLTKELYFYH
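Technique: 405 nm absorbance of p-nitroaniline, reads at 0 and 120 min; Test system: Procaspase-3 D3A mutant; Incubation: 1 h enzyme-compound preincubation, then 2 h substrate reaction, 25 °C; Repeats: singlicate, each compound tested once; Benchmarks: low control DMSO wells, high control DMSO plus 5 µM PC-3 D3A.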
GASC-1 inh = inhibitors of GASC-1 histone demethylase, primary screen, biochemical, fluorescence, DELFIA europium; Lysine-specific demethylase 4C (Homo sapiens), Q9H3R0; GST-JMJD2C(1-420) H3K9me3 demethylation; inhibition, % at 2.35 µM; actives 0.069% (n = 330,000);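 active = more than half of a compound's replicate wells show inhibition beyond 50%, single wells judged on their own value; inconclusive = some, but no more than half, of replicates pass 50% inhibition; inactive = no replicate passes 50% inhibition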;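 note: signal counts dimethyl H3K9 product captured on neutravidin plate; 0% = median of DMSO wells and 100% = 0.3 times that DMSO median; strong numbers were not always called active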
Target sequence (Q9H3R0 1-420 limits assumed): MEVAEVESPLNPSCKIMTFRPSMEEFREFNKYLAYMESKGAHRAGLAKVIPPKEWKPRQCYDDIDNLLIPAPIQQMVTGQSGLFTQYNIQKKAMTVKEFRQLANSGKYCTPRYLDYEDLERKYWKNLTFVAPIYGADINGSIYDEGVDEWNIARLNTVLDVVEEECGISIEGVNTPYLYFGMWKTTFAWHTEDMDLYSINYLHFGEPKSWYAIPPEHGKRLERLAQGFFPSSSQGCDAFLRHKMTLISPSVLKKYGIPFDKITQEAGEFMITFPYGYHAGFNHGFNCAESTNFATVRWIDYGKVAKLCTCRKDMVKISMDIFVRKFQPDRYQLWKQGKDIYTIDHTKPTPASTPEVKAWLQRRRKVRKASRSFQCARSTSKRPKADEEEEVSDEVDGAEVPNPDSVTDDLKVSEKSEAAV
Fh CTSL1 inh = Fasciola hepatica cathepsin L1 inhibitors, primary screen, counter-screen for PFM18AAP inhibitor project, biochemical, QFRET, fluorogenic peptide substrate | recombinant F. hepatica cathepsin L1, Z-Leu-Arg-MCA fluorescence | AID 1906, 2009 | inhibition, % at 5.96 µM | actives 0.49% (n = 300,000);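 active = inhibition above the mean of all tested compounds plus 3 SD, set per screening campaign, cut at about 17% in these data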;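 note: 0% = plate median of test compound wells and 100% = 1 µM Z-Phe-Ala-diazomethylketone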
Active calls of the source: *; & = joins results of further samples.

What do the screens show for `CCOc1ccccc1NC(=O)NCc1ccc2c(c1)OCO2`?
PP1 inh: -1; procasp7 counter: 5; PP5 inh: 1.5; TPT1 inhibitor: -4; Efflux pump mplx: -0.5; HCV core dimer: -2; proCasp3 act: -6; GASC-1 inh: 16; Fh CTSL1 inh: -2

What do the screens show for `N#Cc1c(N)nc2c(c1-c1ccncc1)CCCCCC2`?
PP1 inh: -1; procasp7 counter: -2; PP5 inh: 0.4; TPT1 inhibitor: -4; Efflux pump mplx: 0.0; HCV core dimer: -8; proCasp3 act: -2; GASC-1 inh: -4; Fh CTSL1 inh: 1

Results for O=C(Nc1ccc(Cl)cc1)Nc1ccc(Cl)c(Cl)c1 ?
PP1 inh: 4; procasp7 counter: 2; PP5 inh: 1.1; Efflux pump mplx: -0.2; proCasp3 act: 0; GASC-1 inh: 1

How did COc1cc2c(C#N)c(N3CCOCC3)nc(N)c2c(N)n1 do in these assays?
PP1 inh: -1; procasp7 counter: 5; PP5 inh: 2.0; TPT1 inhibitor: -2; Efflux pump mplx: 0.0; HCV core dimer: -3; proCasp3 act: 2; GASC-1 inh: inconclusive; Fh CTSL1 inh: 1

Results for Cc1ccccc1C(=O)N1CCN(c2ccc([N+](=O)[O-])c(NCc3cccnc3)c2)CC1 ?
PP1 inh: 0; procasp7 counter: 6; PP5 inh: 1.3; TPT1 inhibitor: -6; Efflux pump mplx: -0.2; HCV core dimer: 9; proCasp3 act: -3; GASC-1 inh: 14; Fh CTSL1 inh: 3

What do the screens show for `Cc1cc(C)n2nc(CNS(=O)(=O)c3c(F)c(F)c(F)c(F)c3F)nc2n1`?
PP1 inh: -2; procasp7 counter: 1; PP5 inh: 3.0; TPT1 inhibitor: -4; Efflux pump mplx: 0.0; HCV core dimer: -10; proCasp3 act: -1; GASC-1 inh: 3; Fh CTSL1 inh: 5

How did COC(=O)c1ccccc1NC(=O)Nc1cccs1 do in these assays?
PP1 inh: -1; procasp7 counter: -4; PP5 inh: 0.6; TPT1 inhibitor: 10; Efflux pump mplx: 0.2; HCV core dimer: 31; proCasp3 act: -4; GASC-1 inh: 4; Fh CTSL1 inh: 0

Results for COc1ccccc1/C=N\Nc1cn[nH]c(=O)c1Cl ?
PP1 inh: -1; procasp7 counter: 5; PP5 inh: 0.5; TPT1 inhibitor: 0; Efflux pump mplx: -0.1; HCV core dimer: -3; proCasp3 act: 3; GASC-1 inh: 6; Fh CTSL1 inh: 1

Results for Cc1ccc(CNC(=O)C2CCN(S(=O)(=O)c3c(C)noc3/C=C/c3ccco3)CC2)cc1 ?
PP1 inh: 12; procasp7 counter: 2; PP5 inh: 3.2; TPT1 inhibitor: 1; Efflux pump mplx: 0.2; HCV core dimer: 36; proCasp3 act: 13; GASC-1 inh: 18; Fh CTSL1 inh: 0

Results for COc1ccc(NC(=O)NCCCN2CCCC2=O)c(OC)c1 ?
PP1 inh: -3; procasp7 counter: -10; PP5 inh: -1.9; TPT1 inhibitor: 3; Efflux pump mplx: 0.1; HCV core dimer: 3; proCasp3 act: 6; GASC-1 inh: -2; Fh CTSL1 inh: -2

How did COc1ccc(CNS(=O)(=O)NCc2ccc(C)cc2)cc1OC do in these assays?
PP1 inh: -2; procasp7 counter: -18; PP5 inh: 1.8; TPT1 inhibitor: 0; Efflux pump mplx: 0.0; HCV core dimer: -11; proCasp3 act: 2; GASC-1 inh: 11; Fh CTSL1 inh: 5

What do the screens show for `CCCCNC(=O)N1CCN(c2ccnc3cc(Cl)ccc23)CC1`?
PP1 inh: 2; procasp7 counter: -6; PP5 inh: 1.1; TPT1 inhibitor: 2; Efflux pump mplx: 0.1; HCV core dimer: 1; proCasp3 act: -1; GASC-1 inh: -1; Fh CTSL1 inh: -3

How did CCC1CCCCN1CCCNC(=O)CSc1nc2nc(C)c(Cc3ccc(C)cc3)c(C)n2n1 (stereo not given) do in these assays?
PP1 inh: 0; procasp7 counter: 10; PP5 inh: -1.1; TPT1 inhibitor: 2; Efflux pump mplx: -0.2; HCV core dimer: -1; proCasp3 act: 12; GASC-1 inh: 0; Fh CTSL1 inh: 0

Results for Cc1sc2ncnc(N3CCC(C(=O)Nc4ccc(C#N)cc4)CC3)c2c1C ?
PP1 inh: -7; procasp7 counter: 2; PP5 inh: -2.6; TPT1 inhibitor: 0; Efflux pump mplx: 0.0; HCV core dimer: 9; proCasp3 act: -1; GASC-1 inh: 1; Fh CTSL1 inh: -2

How did Cc1cc(C(=O)COC(=O)CCC(=O)c2ccc3c(c2)OCCO3)c(C)n1Cc1ccco1 do in these assays?
PP1 inh: -1; procasp7 counter: -7; PP5 inh: 1.1; TPT1 inhibitor: -6; Efflux pump mplx: 0.0; HCV core dimer: 17; proCasp3 act: -3; GASC-1 inh: 3&30; Fh CTSL1 inh: -30

What do the screens show for `CCCCc1nnc(NC(=O)CCS(=O)(=O)c2ccc(Cl)cc2)s1`?
PP1 inh: 0; procasp7 counter: 10; PP5 inh: -1.0; Efflux pump mplx: 0.1; proCasp3 act: 6; GASC-1 inh: 2

Results for COCCC(=O)N1CCC(Oc2ccc(C(=O)N(C)C(C)c3ccon3)cc2)CC1 (stereo not given) ?
PP1 inh: -3; procasp7 counter: 0; PP5 inh: 0.9; TPT1 inhibitor: -1; Efflux pump mplx: 0.1; HCV core dimer: 11; proCasp3 act: 3; GASC-1 inh: -3; Fh CTSL1 inh: 0

How did COc1ccc(NS(=O)(=O)c2cc(NC(=O)[C@@H](NC(=O)c3ccccc3)C(C)C)ccc2C)cc1 do in these assays?
PP1 inh: 2; procasp7 counter: 13; PP5 inh: 4.1; TPT1 inhibitor: -2; Efflux pump mplx: 0.2; HCV core dimer: 3; proCasp3 act: 8; GASC-1 inh: -6; Fh CTSL1 inh: 0

How did O=C(CCCC(=O)NC1CCCC1)NC1CCCC1 do in these assays?
PP1 inh: -1; procasp7 counter: 7; PP5 inh: 3.7; TPT1 inhibitor: -1; Efflux pump mplx: 0.1; HCV core dimer: -2; proCasp3 act: 7; GASC-1 inh: 1; Fh CTSL1 inh: -1

Results for N#CCCn1c(SCC(=O)NCC2CCCO2)nc2ccccc21 (stereo not given) ?
PP1 inh: 2; procasp7 counter: 2; PP5 inh: 2.4; TPT1 inhibitor: 2; Efflux pump mplx: 0.2; HCV core dimer: 12; proCasp3 act: -8; GASC-1 inh: -71; Fh CTSL1 inh: -1

Results for O=C(NCCCN1CCCCCC1)c1ccc2c(c1)NC(=O)C(N1CCOCC1)S2 (stereo not given) ?
PP1 inh: 6; procasp7 counter: -10; PP5 inh: 3.5; TPT1 inhibitor: 2; Efflux pump mplx: -0.1; HCV core dimer: -3; proCasp3 act: 1; GASC-1 inh: 1; Fh CTSL1 inh: 0

Results for O=S(=O)(c1cccc(Br)c1)N1CCN(CCc2ccccc2)CC1 ?
PP1 inh: 3; procasp7 counter: -6; PP5 inh: 4.3; TPT1 inhibitor: -3; Efflux pump mplx: -0.2; HCV core dimer: -13; proCasp3 act: -4; GASC-1 inh: 1; Fh CTSL1 inh: 3

Results for CCOC(=O)N1CCN(C(=O)CN(C)S(=O)(=O)c2ccc3c(c2)C(C)(C)C(=O)N3C)CC1 ?
PP1 inh: 2; procasp7 counter: -3; PP5 inh: -1.5; TPT1 inhibitor: -2; Efflux pump mplx: -0.1; HCV core dimer: -3; proCasp3 act: 0; GASC-1 inh: 3; Fh CTSL1 inh: 2

Results for O=C(NN=C1CCCC1)c1cccc(Br)c1 ?
PP1 inh: 1; procasp7 counter: -1; PP5 inh: 1.7; TPT1 inhibitor: -4; Efflux pump mplx: -0.1; HCV core dimer: -2; proCasp3 act: 3; GASC-1 inh: -28; Fh CTSL1 inh: 3

How did Cc1ccc2ccc(C(Nc3cccc(C(F)(F)F)c3)c3cccnc3)c(O)c2n1 (stereo not given) do in these assays?
PP1 inh: -2; procasp7 counter: 1; PP5 inh: -0.7; TPT1 inhibitor: 1; Efflux pump mplx: 0.0; HCV core dimer: -1; proCasp3 act: 3; GASC-1 inh: -7; Fh CTSL1 inh: 1

How did CCCn1ncc(CN2CCN(Cc3ccc(C)o3)C(CCO)C2)c1C (stereo not given) do in these assays?
PP1 inh: -2; procasp7 counter: -3; PP5 inh: -1.1; TPT1 inhibitor: 0; Efflux pump mplx: -0.2; HCV core dimer: 5; proCasp3 act: 1; GASC-1 inh: 4; Fh CTSL1 inh: -1

Results for O=C(CN1C(=O)NC2(CCCC2)C1=O)NCc1cccc(Cl)c1 ?
procasp7 counter: -9; Efflux pump mplx: -0.2; proCasp3 act: 0; GASC-1 inh: -4

How did COc1ccc(NC(=O)c2cc3c(s2)CCC3)cc1S(=O)(=O)N1CCOCC1 do in these assays?
PP1 inh: 12; procasp7 counter: -14; PP5 inh: -5.6; TPT1 inhibitor: 5; Efflux pump mplx: 0.0; HCV core dimer: 94*; proCasp3 act: -3; GASC-1 inh: 21; Fh CTSL1 inh: 8

What do the screens show for `O=S(=O)(Nc1cccc(-c2cn3cccnc3n2)c1)c1ccc(-c2ccccc2)cc1`?
PP1 inh: 4; procasp7 counter: 3; PP5 inh: 6.2; TPT1 inhibitor: 1; Efflux pump mplx: 0.4; HCV core dimer: 50*; proCasp3 act: 5; GASC-1 inh: -3; Fh CTSL1 inh: 3

How did O=C(Nc1ccc(OC(F)(F)F)cc1)Oc1ccccc1N1CCOCC1 do in these assays?
PP1 inh: -2; procasp7 counter: -1; PP5 inh: -2.5; TPT1 inhibitor: 1; Efflux pump mplx: -0.1; HCV core dimer: 1; proCasp3 act: 3; GASC-1 inh: -3; Fh CTSL1 inh: 1

Compounds above that contain a CF3 group (two):
How did Cc1ccc2ccc(C(Nc3cccc(C(F)(F)F)c3)c3cccnc3)c(O)c2n1 (stereo not given) do in these assays?
PP1 inh: -2; procasp7 counter: 1; PP5 inh: -0.7; TPT1 inhibitor: 1; Efflux pump mplx: 0.0; HCV core dimer: -1; proCasp3 act: 3; GASC-1 inh: -7; Fh CTSL1 inh: 1

How did O=C(Nc1ccc(OC(F)(F)F)cc1)Oc1ccccc1N1CCOCC1 do in these assays?
PP1 inh: -2; procasp7 counter: -1; PP5 inh: -2.5; TPT1 inhibitor: 1; Efflux pump mplx: -0.1; HCV core dimer: 1; proCasp3 act: 3; GASC-1 inh: -3; Fh CTSL1 inh: 1
